Source: PubChem
Ecoli viability – bacterial growth inhibition, counter-screen for AddAB inhibitors; E. coli V3065 growth, OD600 absorbance, 18 h; inhibition, % at 11.9 µM; hit rate 0.27% among 330,000;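 active means inhibition above the campaign's mean inhibition across all tested compounds plus 3 SD, cut at about 9.9% in these data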;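 further: uninfected addAB+ strain grown without phage in ampicillin broth; 0% = DMSO wells and 100% = ciprofloxacin 0.95 µg/ml wells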
phage Ecoli inh – E. coli growth loss with phage present | growth absorbance | inhibition, % at 11.9 µM | hit rate 0.26% among 360,000; in the data active means inhibition above about 11%
PKA-R1A activ – PKA-R1A complex activation; P00514+P68181; PKA-R1A dissociation, Cy5-IP20 fluorescence polarization; scaled: DMSO 0%, 113 µM cGMP 100%; activation, % at 11.4 µM; hit rate 0.083% among 340,000;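 active means percent activation above the mean of all tested compounds plus 3 SD, cut at about 19% in these data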;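 further: higher means more PKAc released from R1A so a rise in polarization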
DAGLB inh – diacylglycerol lipase beta (human) inhibition | hit rate 0.059% among 340,000 | inhibition, % at 5.17 µM | AID 504411 | HEK293T DAGLB membrane lysate, EnzChek fluorogenic substrate; in the data active means inhibition above about 34%;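 further: 0% = enzyme with vehicle and 100% = wells lacking enzyme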
Target sequence (Q8NCG7 whole entry, looked up): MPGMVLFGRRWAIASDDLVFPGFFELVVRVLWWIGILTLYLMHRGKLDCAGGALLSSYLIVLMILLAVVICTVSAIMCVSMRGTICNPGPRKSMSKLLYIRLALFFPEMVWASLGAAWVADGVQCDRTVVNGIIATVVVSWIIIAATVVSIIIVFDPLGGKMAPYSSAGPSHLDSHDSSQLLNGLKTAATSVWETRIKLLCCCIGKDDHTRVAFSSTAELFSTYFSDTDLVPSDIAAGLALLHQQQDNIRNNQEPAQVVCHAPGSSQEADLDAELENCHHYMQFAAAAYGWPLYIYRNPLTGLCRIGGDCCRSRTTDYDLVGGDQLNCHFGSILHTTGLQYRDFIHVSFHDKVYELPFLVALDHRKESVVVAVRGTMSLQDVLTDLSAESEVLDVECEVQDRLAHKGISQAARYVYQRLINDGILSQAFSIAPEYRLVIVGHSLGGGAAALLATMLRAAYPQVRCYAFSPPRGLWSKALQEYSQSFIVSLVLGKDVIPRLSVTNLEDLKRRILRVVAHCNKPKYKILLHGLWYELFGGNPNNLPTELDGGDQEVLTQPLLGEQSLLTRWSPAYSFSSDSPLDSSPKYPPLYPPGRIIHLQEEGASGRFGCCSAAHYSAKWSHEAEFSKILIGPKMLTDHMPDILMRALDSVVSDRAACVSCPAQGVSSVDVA
HTR5A ag ctr – HTR5A agonism, opioid heterodimer counter-screen; activation, % at 9.3 µM; HTR5A agonist assay, luminescence, cell-based; P47898; hit rate 0.61% among 340,000; in the data active means activation mostly above about 9.5%, no sharp cut-off; inactive means mostly below about 7.6%;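 further: 0% = cells with vehicle only and 100% = reference agonist; strong numbers were not always called active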
Tat export inh – blocks Tat-dependent protein export in E. coli | E. coli MC4100 TorA-mCherry Tat export, fluorescence | hit rate 0.036% among 340,000 | AID 488895 | inhibition, % at 10 µM;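 active means mean replicate inhibition at least 50% and at least half of replicates individually reaching 50%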;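 further: exported cargo escapes ClpAP degradation while cytoplasmic cargo is degraded and loses fluorescence; 0% = median of neutral control wells and 100% = median of NaSCN control wells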
HTR5A inv ctr – counter-screen for OPRM1-OPRD1 inverse agonists: human HTR5A inverse agonism | hit rate 0.083% among 340,000 | inhibition, % at 9.3 µM | P47898 | HTR5A cell line, luminescence; in the data active means inhibition mostly above about 23%, no sharp cut-off; inactive means mostly below about 18%;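 further: 0% = cells with DMSO and 100% = no-cell wells with DMSO; some compounds called inactive have numbers as strong as hits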
CDK5 inh – CDK5/p35 (human) kinase inhibition; hit rate 0.01% among 330,000; Recombinant CDK5/p35, ADP-Glo luminescence, 60 min; AID 488839; inhibition, % at 10 µM; Q00535+Q15078;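 active means highest replicate inhibition of at least 50% and at least 75% of replicates reaching 50%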;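 further: plate controls were DMSO neutral control for no effect and GW8510 at 10 µM for full effect; many of its hits are not listed in these tables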
PKA-R2B activ – activates the human PKA-R2B holoenzyme complex; P22694+P31323; PKA-R2B holoenzyme dissociation, Cy5-IP20 fluorescence polarization; R2B truncated from residue 108, S112A mutant; 0% DMSO only, 100% 113 µM cGMP; activation, % at 11.4 µM; hit rate 0.079% among 340,000; AID 504700;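 active means activation above a cutoff set at the mean over all compounds plus 3 SD, cut at about 18% in these data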;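 further: higher means more holoenzyme dissociation and a rise in polarization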
Mot1-301 SUMO – inhibitors of SUMOylation pathway: yeast Mot1-301 growth rescue | S. cerevisiae Mot1-301 growth rescue, ATP luminescence, 38.5C; percent above DMSO median, 100 means doubled | growth rescue, % at 18.8 µM | hit rate 1% among 320,000 | AID 2716;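 active means every valid replicate shows activation above 250% relative to neutral control wells; inactive means the rest, any valid replicate at or below 250%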;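 further: OY570 slx delta 5 strain wells were the positive control but not used for scaling; some compounds called inactive have numbers as strong as hits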
AddAB inh – less growth of phage-infected E. coli with AddAB; hit rate 0.29% among 330,000; E. coli expressing H. pylori AddAB, absorbance growth; inhibition, % at 11.9 µM; in the data active means inhibition above about 12%;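 further: 0% = vehicle wells of infected cells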
* marks the source's active call; other numbers are inactive results; / = no result given.

SMILES	Ecoli viability	phage Ecoli inh	PKA-R1A activ	DAGLB inh	HTR5A ag ctr	Tat export inh	HTR5A inv ctr	CDK5 inh	PKA-R2B activ	Mot1-301 SUMO	AddAB inh
O=C(Nc1ccccc1)N1CCCc2ccccc21	0.6	0.7	10	-2	3	-2	-11	1.1	-8	5	-0.3
CCc1ccc(NC(=S)NC(=O)c2c(-c3ccccc3Cl)noc2C)cc1	3.1	1.9	-11	-16	-3	12	7	-0.9	9	-14	0.2
CCOC(=O)C1CCCN(c2c(NCC3CCCO3)c(=O)c2=O)C1 (stereo not given)	1.1	0.5	-5	1	-1	22	3	1.3	-5	0	0.2
Cc1c(Br)cnn1C(C)C(=O)N1CCN(c2ccc(F)cc2)CC1 (stereo not given)	1.1	3.0	1	-2	1	3	1	0.2	-4	-13	-0.8
CSc1ccccc1NC(=O)CSCc1ccc(C)cc1	2.0	3.0	-12	-16	-8	3	20	3.4	-5	60	0.3
O=C(O)C1CCC(CNS(=O)(=O)c2ccc(Cl)cc2)CC1 (stereo not given)	2.0	0.9	3	-1	1	-7	-5	1.0	3	-16	0.6
O=c1c2ccccc2c(/C=N/n2cnnc2)c(O)n1-c1ccccc1F	-0.2	3.1	0	0	4	-2	9	1.8	-6	12	0.7
COc1ccc(-c2nc(NC(=O)CCNC(=O)c3ccco3)sc2C)cc1	7.1	8.5	-1	4	4	-4	21	-7.5	-5	368*	9.2
CN(C)S(=O)(=O)N1CCN(c2ccccc2)CC1	0.9	0.9	-13	-4	-3	12	9	0.8	-5	-1	2.0
Cc1ccc(N(CC(=O)Nc2cccc(N(C)S(C)(=O)=O)c2)S(C)(=O)=O)cc1	-0.2	1.2	2	1	0	4	-5	-0.1	3	-3	1.4
Cc1ccc(C(C(=O)NC(C)(C)C)N(C(=O)c2csnn2)C2CC2)cc1 (stereo not given)	-1.1	2.8	9	2	3	5	-22	1.3	8	-4	-0.2
O=C(NCc1ccco1)c1ccc(Cn2c(=O)c3ccccc3n(Cc3ccc(Cl)cc3)c2=O)cc1	1.9	3.9	-11	0	0	15	12	-0.9	-9	-15	2.5
Cc1ccc(C(=O)N2CCCCCC2)cc1Br	-1.7	2.0	3	-1	9	1	13	-1.3	11	-28	3.3
COc1cccc(C(=O)N/N=c2\oc3c(OC)cccc3cc2C(=O)NCc2ccccc2)c1	-1.9	5.4	-6	0	7	-3	3	2.4	1	0	0.3
C=CCN(C(=O)c1csnn1)C(C(=O)NCc1ccccc1)c1cccs1 (stereo not given)	0.8	0.0	1	-1	2	0	-6	-0.4	-6	62	-0.3
O=C(c1coc(=O)c(Br)c1)N1CCC(C(O)(c2ccccc2)c2ccccc2)CC1	1.8	3.6	4	2	4	3	5	-0.3	-3	-5	3.1
CCN(CC)S(=O)(=O)c1cccc(C(=O)Nc2ccc(S(=O)(=O)NC3=NCCCCC3)cc2)c1	2.1	2.8	-8	0	1	-6	10	0.0	-5	3	0.9
Cc1ccc(OC(=O)c2cc(C)nn2C(C)(C)C)cc1	-1.8	3.5	-1	-5	-1	1	-42	1.2	-2	107	0.1
O=C(COC(=O)/C=C/c1ccc2ccccc2n1)NNC(=O)c1ccc([N+](=O)[O-])cc1	/	3.8	4	-1	-7	5	18	0.5	1	/	/
O=C(Nc1ccc(S(=O)(=O)NCCc2ccccc2)cc1)c1ccco1	2.3	/	-11	2	6	40	-22	-4.1	-7	-1	1.0
Cc1ccc(N(C)C(=O)N2CCN(S(=O)(=O)c3ccc4ccccc4c3)CC2)cc1	3.7	2.0	11	-2	-1	-6	-7	0.2	10	-13	2.5
COc1ccc(NC(=S)N(CCc2c(C)[nH]c3ccc(C)cc23)Cc2ccco2)cc1	-1.0	1.3	-10	-5	-3	8	8	-1.2	-5	3	0.9
Cc1ccc(S(=O)(=O)N2CCCCC2C(=O)N2CCN(Cc3ccccc3)CC2)cc1 (stereo not given)	-1.4	0.4	-2	-1	1	3	-6	-1.9	9	18	-0.5
Cc1ccc(Cl)cc1N1CCN(C(=O)Cc2cn(C)c3ccccc23)CC1	-0.4	2.2	-14	-6	-2	10	4	/	-4	-2	0.3
CSc1nc(N)c(NC(=O)c2ccc(Br)o2)c(=O)[nH]1	0.5	0.9	-5	0	6	-5	-14	-1.2	2	-2	1.1
O=C(CN(c1ccc(Cl)c(C(F)(F)F)c1)S(=O)(=O)c1ccccc1)N1CCOCC1	-1.6	0.6	0	-5	2	4	19	0.9	4	-9	2.9
Cc1cc(C)cc(C(=O)NCCC(=O)N2CCC3(CC2)NCCc2[nH]cnc23)c1	-0.4	2.0	3	1	-5	-6	2	-0.6	-6	5	1.0
COc1ccc(Cn2c(=N)c(C(=O)NC3CCCCC3)cc3c(=O)n4ccccc4nc32)cc1	0.4	0.8	3	-3	-2	-2	9	/	-4	-1	1.6
Cc1ccc(N2C(=O)NC(NS(=O)(=O)c3ccccc3)(C(F)(F)F)C2=O)cc1 (stereo not given)	-3.6	1.0	-2	-2	5	0	-18	0.2	-5	-10	2.5
O=C(c1ccc(NC(=O)C(c2ccccc2)c2ccccc2)cc1)c1ccc(C(=O)O)c(C(=O)O)c1	-2.1	1.0	3	1	-2	-8	8	-1.4	5	-3	-1.9
COc1cccc(-n2nnc3c(=O)n(CC(=O)N4CCC(C)CC4)cnc32)c1	0.7	2.3	-6	-1	-4	4	24	-1.2	-15	-3	-0.5
CCC1=NN(C(=O)C(=O)Nc2ccccc2OC)C(O)(C(F)(F)F)C1 (stereo not given)	-1.1	-0.9	-18	5	-1	-5	21	0.5	-6	10	3.8
O=C(O)C1OC(Oc2cc3oc(-c4ccccc4)cc(=O)c3c(O)c2O)C(O)C(O)C1O (stereo not given)	0.2	1.4	3	4	4	1	-9	-5.7	1	25	-1.4
Cn1nc(-c2ccc(Cl)cc2)c2cc(C(=O)N3CCOCC3)sc21	2.0	0.9	2	-1	-2	11	4	0.3	7	-25	3.4
CC(C)COc1ccc(C(=O)OCC(=O)N(C)CC(=O)Nc2ccc(F)cc2)cc1	-3.3	2.9	0	1	-7	31	-8	-0.3	-16	-5	-1.2
Cc1ccc(/C=N/NC(=O)CNC(=O)c2ccc(C)c([N+](=O)[O-])c2)o1	-0.3	3.9	-18	2	1	-1	-8	-0.6	-10	19	-0.2
COc1ccc2ccccc2c1CNC(C)c1ccccc1 (stereo not given)	-0.8	3.3	-9	-4	2	2	-6	2.0	5	-5	-1.1
Cc1ccc(Sc2ccc(CO)cc2[N+](=O)[O-])cc1	2.1	6.5	-6	-1	1	-3	22	-4.6	-1	6	-1.2
CCO[C@H]1OC(C(=O)NCc2nc3ccccc3[nH]2)=C[C@@H](c2ccccc2)[C@@H]1CCCO	-2.4	2.9	-1	0	10	-3	3	0.3	-2	5	0.7
O=[N+]([O-])c1ccc2c(c1)nnn2-c1ccccc1	-2.0	0.2	-3	-6	-1	2	6	0.2	-7	-2	-1.0
O=C1CSC(=S)N1CC1CCCO1 (stereo not given)	-3.4	-1.2	-1	-1	6	-6	-12	-0.2	1	-9	-0.6
COc1ccc(N=c2scc(-c3ccc(OC)cc3)n2CCO)cc1	-0.6	4.8	14	0	2	-6	-3	0.5	-1	13	2.3
CCCCN(C)CCn1c(=S)[nH]c2ccc(N3CCOCC3)cc2c1=O	-0.8	-0.2	1	2	-3	2	-8	1.1	1	/	2.6
CCCC(=O)N1c2ccccc2C(N(C(C)=O)c2ccccc2)CC1C (stereo not given)	1.8	4.1	-2	3	7	5	-12	0.6	-7	-7	3.1
CC(=O)Nc1ccc(S(=O)(=O)Nc2cc(C)cn(Cc3ccc(C)cc3)c2=O)cc1	0.9	0.3	-10	-2	7	1	-19	-2.0	1	-16	1.7
O=C(c1c(F)cccc1F)N1CCCC(c2nc(-c3ccc(Cl)cc3)no2)C1 (stereo not given)	2.1	0.4	1	-6	0	2	1	0.6	8	-1	4.0
Cc1ccc(NC(=O)C2CCN(C(=O)NC3CCCCC3)CC2)c(C)c1	-0.6	2.3	-6	-2	-6	-1	23	0.3	-2	232	1.6
Cc1cc(-c2ccccc2C(=O)Nc2ccccc2O)on1	0.2	2.7	8	2	-2	-1	17	2.4	-2	12	2.2
CCOc1cc(N2CCOCC2)c(OCC)cc1NC(=O)c1cc(C)cc(C)c1	-1.1	0.1	-1	-17	1	2	2	-2.6	-9	178	2.0
CCn1c(CNc2ccc(F)cc2)nnc1SCC(=O)N1CCCc2ccccc21	-1.9	1.5	-7	-3	0	1	16	1.8	-6	-8	2.3
OC(CCN1CCCCC1)c1ccc(-c2ccccc2)cc1 (stereo not given)	0.6	0.7	-11	1	-1	-12	4	0.0	0	98	-1.1

Part of the list above, limited to CDK5 inh.
Molecule	CDK5 inh
O=C(c1c(F)cccc1F)N1CCCC(c2nc(-c3ccc(Cl)cc3)no2)C1 (stereo not given)	0.6
Cc1ccc(NC(=O)C2CCN(C(=O)NC3CCCCC3)CC2)c(C)c1	0.3

An unsorted share of the library (roughly 2.3% active in at least one column).
